HSF-1 act – increases HSF-1 driven luciferase reporter signal. 300,000 tested, 1.7% active. activation, % at 9 µM. NIH3T3-HGL HSF-1 luciferase reporter, MG132, 8 h; 100% = twice DMSO control signal;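 active = mean replicate activation of at least 50% with a set share of replicates each reaching 50%; inconclusive = only one of those two conditions met; inactive = mean below 50% and too few replicates reaching it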;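 note: 0% = median of the neutral control wells and 100% = twice that signal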
HIF activator – HIF pathway transcriptional activation; U2OS HRE-luciferase reporter, luminescence; normalized: DMSO 0%, desferrioxamine 100%; activation, % at 7.5 µM (by protocol); 300,000 tested, 0.32% active; AID 1910;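 active = mean activation of at least 10% of the iron chelator positive control signal, with at least half of replicates also reaching 10%; inconclusive = mean and replicate majority disagree about reaching 10%; inactive = mean and most replicates under 10%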
aSyn UTR inh – MLPCN primary screen, SNCA 5' untranslated region | inhibition, % (tested at 7.5 µM) | alpha-synuclein 5'UTR reporter, inhibitor activity | 300,000 tested, 0.82% active; in the data active = inhibition above about 60%; inconclusive = no clear call, values can overlap the other calls;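 note: H4 neuroglioblastoma cells stably carrying SNCA 5'UTR luciferase fusion; 0% = DMSO wells and 100% = positive control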
HSP90 inh – HSP90 refolding inhibition in rabbit reticulocyte lysate; luciferase refolding luminescence, 3 h; inhibition, % at 5.6 µM; 290,000 tested, 0.91% active; AID 1789;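 active = inhibition above the screen-wide mean plus 3 SD, computed separately per campaign, cut at about 16% in these data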;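 note: 0% = DMSO wells and 100% = 60 µM geldanamycin wells; inhibitors lower the luminescence because luciferase stays unfolded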
KLF5 inhibitor – kruppel-like factor 5 inhibition; 290,000 tested, 0.23% active; inhibition, % at 5 µM; DLD-1 KLF5 promoter-luciferase reporter, luminescence; AID 1700;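 active = inhibition above a per-plate limit of that plate's mean compound inhibition plus 3 SD, cut at about 60% in these data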;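 note: 0% = DMSO wells and 100% = LY294002 at 200 µM; higher means less KLF5 promoter-driven luciferase light; inactives centre near -14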
SKKanGAS inh – SKKanGAS growth inhibition | S. pyogenes SKKanGAS, kanamycin growth, BacTiter-Glo, 6 h | inhibition, % at 7.5 µM | 300,000 tested, 1.3% active;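 active = mean replicate score, as percent of positive control median, at least 50; inconclusive = mean below 50 but one replicate at or above 50; inactive = mean and every replicate below 50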;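 note: strain carries kanamycin resistance gene driven by streptokinase promoter and grows in 40 µg/ml kanamycin; loss of luminescence reflects streptokinase promoter inhibition or plain growth inhibition; 0% = median of DMSO wells and 100% = positive control at its reference dose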
HSF1 inhib – HSF1 inhibition; NIH3T3-HGL HSE-luciferase, MG132-induced, luminescence 8 h; active compounds read low; activity change, negative = inhibition, % at 7.5 µM (by protocol); 300,000 tested, 0.77% active; AID 2098;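 active = more than half of replicate wells show activity change below -50%, luminescence cut by over half; inconclusive = some wells, but at most half, below -50%; inactive = no replicate well below -50%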;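 note: luciferase reports HSF-1 transcriptional activity via heat shock element; 0% = median of DMSO wells and -100% = zero luminescence signal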
Platelet DG rel – platelet dense granule release activity; human platelet-rich plasma, SFLLRN dense granule ATP release, luminescence; inhibition, %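 (compounds screened at 7.5 µM in platelet-rich plasma)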; 300,000 tested, 0.22% active;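 active = mean replicate score, as percent of positive control, at or above 50; inconclusive = mean below 50 but at least one replicate at or above 50; inactive = mean and every replicate below 50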
IEC-6 tox – kills IEC-6 intestinal cells in KLF5 counter-screen; IEC-6 cytotoxicity, luminescence viability; inhibition, % at 5 µM; 290,000 tested, 0.78% active; AID 1825; in the data active = inhibition above about 22%;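 note: 0% = plate median of test compound wells and 100% = cytotoxic reference compound wells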
AI-2 QS mod – Vibrio harveyi AI-2 quorum sensing modulation | Vibrio harveyi JMH597 AI-2 luminescence/OD600 ratio, 9 h; active compounds read low; strain lacks LuxN and CqsS sensors; 0 = neutral-control median | activity change, % at 7.5 µM | 300,000 tested, 0.4% active; in the data active = activity change below about -75%, passing the limit was not always enough; inconclusive = no clear call, values can overlap the other calls;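 note: luminescence divided by OD600 gain over 9 h not by final OD600 alone; inactives centre near 13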
The depositor's hits bear a star; ? = inconclusive; nt = no result given; & = joins results of further samples.

SMILES	HSF-1 act	HIF activator	aSyn UTR inh	HSP90 inh	KLF5 inhibitor	SKKanGAS inh	HSF1 inhib	Platelet DG rel	IEC-6 tox	AI-2 QS mod
CCN1CCc2c(sc(NC(=O)C3CCCCC3)c2C(=O)OC)C1	-14	-0.2	-13	0	2	-1	-3	-1	-3	0
CS(=O)(=O)N(CC(=O)N1CCCCCC1)c1cccc([N+](=O)[O-])c1	15	1.0	8	0	13	3	10	1	2	-7
Cc1cccc(C)c1OCC(=O)Nc1ccncc1	-9	-2.2	18	4	-1	8	7	9	-4	5
CCOC(=O)c1c(C)[nH]c(C=Nc2ccccc2)c1O	5	1.0	-16	13	-12	-6	2	4	5	8
Cn1nc(C(F)(F)F)c(-c2cccc(C(F)(F)F)c2)c1NC(=O)c1nccnc1C(=O)O	-9	0.1	-2	-6	-14	7	-1	-7	1	2
Cc1cc(N2CCN(C(=O)c3ccco3)CC2)n2nc(-c3cccc(Cl)c3)cc2n1	17	0.1	-9	-1	-23	20	10	6	0	16
CCNC(=S)N/N=C/c1sccc1C	15	2.6	-71	1	-1	-22	9	3	-2	15
COc1cc2c(cc1OC)CN(C(=O)Nc1ccccc1)CC2	4	-0.9	8	-2	-29	4	-8	0	1	11
Cc1cc(C)c(C(=O)COC(=O)c2cccc(S(=O)(=O)NCc3ccccc3)c2)cc1C	42	2.8	-17	4	9	2	30	-14	4	-3
COCC1CCN(C(=O)C2CCN(c3nc(-c4ccccc4)nc4c3CCC4)CC2)C1 (centres undefined)	-17	-0.7	14	-2	3	8	-7	14	-4	22
O=C(NCC1COCCO1)c1cc(COc2c(F)cccc2F)on1 (centres undefined)	5	0.4	-23	0	-14	-7	5	0	-1	-67
O=C(NCc1ccccc1Cl)C(=O)NCC1OCCN1S(=O)(=O)c1cccs1 (centres undefined)	27	-0.3	-7	-1	-8	-8	-2	-11	-2	15
CCOC(=O)c1c(C)nc2c(c1-c1ccccc1)C(=O)CCC2	9	-0.2	8	3	-34	1	-6	2	9	15
CCCN(CC(=O)Nc1ccccc1Br)CC(=O)Nc1ccc(F)c(F)c1F	16	-0.8	5	-1	-9	2	6	12	-1	22
N#CCC(=O)NNC(=S)Nc1ccccc1C(F)(F)F	10	0.0	-7	4	-14	-10	-1	1	4	-4
COc1cc2[nH]c(=S)nc(NCCc3ccc(S(N)(=O)=O)cc3)c2cc1OC	17	0.5	7	3	-28	2	1	-3	1	7
S=C(NCc1ccncc1)Nc1ccc(Cl)cc1	-3	0.0	-4	-7	-1	15	11	-2	-5	16
Cc1cc(C(=O)N2CCN(C/C=C/c3ccccc3)CC2)no1	3	-0.3	0	1	1	1	3	2	-6	12
CCC(C)NC(=O)c1c(N)n(/N=C/c2cccnc2)c2nc3ccccc3nc12 (centres undefined)	3	0.5	-41	0	-24	22	-11	-6	-2	-6
COc1ccc(S(=O)(=O)N2CCC(C(=O)NCCC(=O)Nc3ccc(Cl)cc3)CC2)cc1	25	0.0	31	0	-7	0	3	-1	4	1
CC(=O)Nc1cccc(NC(C)=O)n1	2	-0.2	4	1&-2	-6&3	-4	-2	1	-4&0	4
COc1ccc(C(=O)C2CCCN(C(=O)/C=C/c3cnc[nH]3)C2)c(C)c1 (centres undefined)	9	-0.4	3	-2	-28	-9	-1	-2	-5	20
CCOC(=O)C1CCCN(C(=O)c2cc(=O)c3ccccc3o2)C1 (centres undefined)	-3	-0.3	-2	0	-39	-11	-1	-8	3	27
COc1ccc(OC)c(S(=O)(=O)N2CCC3(CC2)OCCN3S(=O)(=O)c2ccccc2)c1	-1	0.0	5	nt	nt	-6	-9	37	nt	22

Some of the entries so far, with values under each structure.
Values run as follows: HSF-1 act	HIF activator	aSyn UTR inh	HSP90 inh	KLF5 inhibitor	SKKanGAS inh	HSF1 inhib	Platelet DG rel	IEC-6 tox	AI-2 QS mod
> S=C(NCc1ccncc1)Nc1ccc(Cl)cc1
  -3	0.0	-4	-7	-1	15	11	-2	-5	16
> Cc1cc(C(=O)N2CCN(C/C=C/c3ccccc3)CC2)no1
  3	-0.3	0	1	1	1	3	2	-6	12

(further entries)
SMILES	HSF-1 act	HIF activator	aSyn UTR inh	HSP90 inh	KLF5 inhibitor	SKKanGAS inh	HSF1 inhib	Platelet DG rel	IEC-6 tox	AI-2 QS mod
CC(=O)Nc1cccc(-c2cc(-c3c(Cl)cccc3Cl)no2)c1	24	-0.9	-3	19*	0	40	15	-1	10	12
Cc1ccc(N(CN2C(=O)c3ccccc3C2=O)C(=O)c2ccc([N+](=O)[O-])cc2[N+](=O)[O-])cc1	17	-0.3	13	2	-9	4	-4	0	7	25
O=C(CCCO)N/N=C/c1cc(Br)ccc1O	-13	-1.2	-18	-3	8	-4	-14	-53	6	46
O=C(CSc1nc(O)cc(=O)n1-c1ccccc1)Nc1ccccn1	5	0.8	-5	-1	-18	17	10	2	-8	28
Clc1ccc(C=NC23CN4CN(CN(C4)C2)C3)cc1	12	-0.5	-28	3	-14	1	2	0	-5	13
Cc1ccc(-c2nn(-c3ccccc3)cc2NC(=O)c2ccccc2)cc1	26	1.1	-11	-1	-44	-5	6	-14	2	27
Cc1ccccc1C(=O)c1cccn1CC(=O)N1CCCCCC1	-8	0.1	7	3	-26	0	-2	-4	-1	15
O=C(Nc1ccc(NC(=O)c2cccs2)c(Cl)c1)c1cccs1	69*	3.2	-118	0	-83	-2	30	12	8	5
O=c1c(Cc2ccccc2)c(O)nc2n1CCCS2	1	0.0	-13	-9	4	-11	-5	-16	-6	-17
Cc1cccc(NC(=O)C2CCN(S(=O)(=O)c3cccc4cccnc34)CC2)c1	0	nt	4	nt	nt	-7	-5	-21	nt	4
COCCN1C(=O)N(c2cccc(C)c2)C(=O)C1CC(=O)Nc1cc(OC)cc(OC)c1 (centres undefined)	18	0.1	7	-1	-24	-2	1	0	3	13
S=C(NCCc1ccccc1)NC1CCCCCC1	?	3.7	-114	-1	-147	7	16	-3	-1	5
CCOC(=O)C1CCN(C(=O)C2c3ccccc3C(=O)N(C)C2c2ccc(OC)cc2)CC1 (centres undefined)	14	-0.4	9	2	-19	-3	-11	1	7	6
Cc1ccccc1-n1nnc2c(=O)oc3ccccc3c21	105*	-0.1	-15	-2	-16	-13	74	-9	3	17
Cc1ccc2cc(CCNC(=O)c3cc4ccccc4o3)c(=O)[nH]c2c1C	11	0.2	20	3	-20	2	3	-17	-7	14
Cc1ccc(NCC(=O)N/N=C\c2ccc([N+](=O)[O-])o2)cc1	31	-0.3	-40	-1	-3	-18	10	-22	-9	74
O=C(CN1CCN(c2ccc(F)cc2)CC1)c1cccs1	-3	-0.1	-11	1	-10	8	-3	8	5	17
Cc1noc(C)c1COC(=O)c1cc2ccccc2cc1O	46	nt	27	0	-32	-29	19	-20	-4	8
COc1ccc(S(=O)(=O)N2CCCCC2)cc1C(=O)Nc1cc(C)on1	3	-0.4	34	-6	-10	-1	4	2	10	23
CCN1CCN(c2nc3c(c(=O)[nH]c(=O)n3C)n2CCSc2nc3ccccc3s2)CC1	8	0.0	4	3	-20	0	-4	0	2	27
O=C1CCCCCN1Cc1nnc(SCc2nc3ccccc3s2)n1-c1ccccn1	-21	5.2	-109	-3	-15	-24	-12	-1	8	40
O=C(NCC(=O)N(c1cccnc1)C(C(=O)NC1CCCC1)c1ccco1)c1cccs1 (centres undefined)	0	0.0	-3	1	-22	0	-1	1	3	11
OC12CCCCC1C(c1ccc3c(c1)OCO3)N(Cc1ccccc1F)CC2 (centres undefined)	57*	-0.5	24	2	-13	5	28	8	0	-16
O=C(c1cccnc1)N1N=C(C2CC2)CC1(O)C(F)(F)F (centres undefined)	-16	-0.2	-2	0	-22	-5	-6	2	-2	1
CC(C)CCNC(=O)C1c2ccccc2Oc2ccccc21	-4	-0.6	8	-2	-18	0	0	3	-1	20
CCOC(=O)c1sc(NC(=S)NC(=O)c2ccc(OC)cc2)nc1C	7	-0.8	-49	16*	13	25	4	-2	5	-5
OCc1c(OCc2cccc(F)c2)ccc2ccccc12	62*	2.0	-111	-3	-78	-2	36	-5	10	6
CCOc1ccccc1NC(=O)CSc1nnc(CNC(=O)c2c(F)cccc2Cl)o1	0	1.6	10	-1	-9	-1	-2	7	-5	43
Cc1cc(NC(=O)c2ccc(C)s2)n(-c2nc3ccccc3[nH]2)n1	0	-0.3	0	-3	-20	52*	-12	0	-7	12
Cc1ccc(CNC(=O)c2nnc(Cc3ccc(Cl)cc3)o2)cc1	-35	0.2	21	-8	-36	-1	-17	-1	1	25
CCn1ncc(/C=N\NC(=O)Cc2ccc([N+](=O)[O-])cc2)c1C	-3	0.4	-3	-4	-19	-2	4	18	-8	21
COc1ccc(CCNC(=O)c2cnn3cccnc23)cc1OC	11	-0.3	-5	-1	-25	-2	5	24	2	4
Cc1ccc(C(=O)NCC2CCCO2)cc1[N+](=O)[O-] (centres undefined)	13	0.1	-19	-6	-8	2	-3	-12	7	-1
Cc1ccc(-c2cc(C(F)(F)F)c(C#N)c(=O)[nH]2)cc1	-9	-0.3	12	-2	12	19	-14	25	-4	32
COc1cccc(OC)c1C(=O)NNC(=O)c1ccc(F)cc1	8	-0.1	42	3	-7	5	-2	-7	1	21
O=C(C1CCCN(S(=O)(=O)c2cccc3nsnc23)C1)N1CCc2ccccc2C1 (centres undefined)	39	0.2	22	0	-28	1	3	-1	-6	8
CCN1CCN(C(=S)Nc2cc(S(=O)(=O)N(CC)CC)ccc2C)CC1	-8	-0.5	4	-1	-4	0	-5	1	1	10
O=C(Nc1ccc2nccnc2c1)Nc1ccccc1Cl	25	1.1	-90	6	-99	-21	8	-17	4	-4
Nc1nc(Sc2ccc([N+](=O)[O-])cc2[N+](=O)[O-])n[nH]1	16	-1.9	6	7	18	2	3	3	9	26
CC1(C)CC(=NOC(=O)c2ccccc2)CC(C)(C)N1	2	0.0	-6	3	-31	-2	-5	-2	3	7
COc1cc(C(Nc2ccc3c(c2)OCO3)C(=O)NC2CCCCC2)cc(OC)c1OC (centres undefined)	-3	0.0	17	4	-7	18	9	0	1	40
Cc1ccc(Cl)cc1NC(=O)COC(=O)C1CCCCC1	-5	0.5	13	1	-36	-4	-9	2	2	9
Cc1nc(CS(=O)c2ccccc2)cc(N2CCOCC2)n1 (centres undefined)	4	0.0	-10	0	-3	4	-1	-15	5	12
O=C(CN1CCCCC1)Nc1cccc(Oc2ccccc2)c1	-6	0.5	10	3	-37	-1	2	4	1	-8
Cc1cc(C)cc(NC(=O)CSc2nnc(-c3ccncc3)o2)c1	20	-0.1	-11	nt	nt	-6	13	13	nt	27
Cc1csc(Sc2nc3c(c(=O)[nH]c(=O)n3C)n2CCCc2ccccc2)n1	2	-1.2	38	1	-14	7	-4	2	1	17
Cc1cccc(C(=O)NN2S(=O)(=O)c3ccccc3S2(=O)=O)c1	1	0.4	7	2	-39	-5	-3	1	0	18
CCn1nnc(NC(=O)c2ccc(-c3ccc(Cl)cc3)o2)n1	17	2.2	-64	-4	-63	-7	-3	-1	8	20
COc1ccccc1NC(=O)CCN1CC(C)OC(C)C1 (centres undefined)	24	-0.3	-15	0	-18	-3	-9	2	-4	23
